# aGal spleen mod = inhibitors or activators of human alpha-galactosidase in spleen homogenate; 240,000 compounds, 0.008% hits; Potency, µM (doses to about 80 µM), for inactives: at the top dose activity change, negative = inhibition, most hits filed as inhibitors; human spleen homogenate, 4MU-alpha-Gal fluorescence, 40 min; AID 2107;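 further: potency means the concentration at half of the fitted maximal effect; 0% = enzyme with vehicle and -100% = no enzyme basal signal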
# Target sequence (P06280 32-429 limits assumed): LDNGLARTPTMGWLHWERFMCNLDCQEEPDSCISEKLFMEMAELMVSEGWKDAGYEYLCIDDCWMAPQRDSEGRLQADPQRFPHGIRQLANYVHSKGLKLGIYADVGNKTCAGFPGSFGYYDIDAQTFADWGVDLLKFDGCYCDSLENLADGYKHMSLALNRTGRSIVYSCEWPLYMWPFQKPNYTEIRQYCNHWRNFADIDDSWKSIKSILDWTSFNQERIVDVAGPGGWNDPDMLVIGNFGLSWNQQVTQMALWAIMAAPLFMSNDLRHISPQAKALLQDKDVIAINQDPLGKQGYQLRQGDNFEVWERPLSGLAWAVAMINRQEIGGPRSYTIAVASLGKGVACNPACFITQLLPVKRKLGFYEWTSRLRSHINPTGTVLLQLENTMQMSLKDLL
#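 Inhibition or activation of alpha-galactosidase in human spleen homogenate is scored by 4-MU fluorescence after 40 min at 37C, pH 5.0, with 1 mM substrate. AC50s come from concentration-response fitted to the Hill equation.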
# NPSR antagonist = antagonists of human neuropeptide S receptor cAMP signaling; Q6W5P4; CHO-NPSR cells, cAMP TR-FRET, antagonist mode; Potency, µM (series often up to 38.3 µM), for the others: at the top dose activity change, negative = inhibition, hits mostly inhibitors; 220,000 compounds, 1% hits; further: potency means the concentration at half of the fitted maximal effect; on the % scale 0 is the no-effect control and ±100 the full control effect; nearly all actives have a fitted effect of over 50% in size; many of its hits are not listed in these tables
# Tau FP inhib = tau fibrillization inhibition (FP). P10636. K18 P301L tau heparin fibrillization, Alexa594 FP, 6 h. Potency, µM (doses to about 57.7 µM), for inactives: top-dose activity, negative = inhibition, usual class: inhibitors. 280,000 compounds, 0.39% hits; further: potency means the concentration at half of the fitted maximal effect; on the % scale 0 is the no-effect control and ±100 the full control effect; nearly all actives have a fitted effect of over 55% in size
# Target sequence (P10636 561-689 P618L limits assumed): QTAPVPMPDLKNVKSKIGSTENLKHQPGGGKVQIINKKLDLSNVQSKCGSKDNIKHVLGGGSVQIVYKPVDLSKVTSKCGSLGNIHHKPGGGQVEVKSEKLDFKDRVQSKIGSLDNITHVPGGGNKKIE
#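 K18 P301L tau (15 uM unlabeled/0.24 uM Alexa 594-labeled, final) + compound + heparin 20 uM final; 100 mM NaOAc pH 7; 6 hr 37 C; ThT 30 uM final added, 1 hr RT; FP ex 555/em 632 nm.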
# TRb-SRC2 inh = TRbeta-SRC2 interaction inhibition | Potency, µM (titrated, usually from 106 µM), for the others: top-dose activity change, negative = inhibition, usual class: inhibitors | 280,000 compounds, 0.065% hits | P10828 | TRbeta-SRC2 peptide binding, fluorescence polarization; receptor liganded with 1 µM T3;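 further: potency means the concentration at half of the fitted maximal effect; plate controls were bound peptide for no effect and peptide without receptor for full effect; nearly all actives have a fitted effect of over 50% in size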
# Target sequence (P10828 whole entry, looked up): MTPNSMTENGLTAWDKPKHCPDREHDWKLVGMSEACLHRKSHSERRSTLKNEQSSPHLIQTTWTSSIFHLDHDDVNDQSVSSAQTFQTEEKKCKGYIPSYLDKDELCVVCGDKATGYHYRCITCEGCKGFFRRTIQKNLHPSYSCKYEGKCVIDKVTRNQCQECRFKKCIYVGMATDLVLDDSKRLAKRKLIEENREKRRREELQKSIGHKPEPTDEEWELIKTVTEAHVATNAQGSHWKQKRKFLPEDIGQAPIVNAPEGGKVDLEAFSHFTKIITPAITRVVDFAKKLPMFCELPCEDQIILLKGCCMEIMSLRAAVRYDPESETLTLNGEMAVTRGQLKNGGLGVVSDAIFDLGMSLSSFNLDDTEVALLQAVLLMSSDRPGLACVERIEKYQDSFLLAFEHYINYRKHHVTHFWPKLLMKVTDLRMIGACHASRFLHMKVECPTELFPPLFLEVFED
#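 A fluorescence polarization screen tested compounds at multiple concentrations against complex formation between 0.6 uM TRb ligand-binding domain and 20 nM Texas Red SRC2 peptide, with 1 uM T3 present; readout after 5 hr.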
# TR SRC2 fluor cs = Texas Red fluorescence interference in TRb-SRC2 counter-screen. 280,000 compounds, 0.29% hits. TRb/SRC2 Texas Red total fluorescence interference. AID 1479. Potency, µM (top dose mostly 106 µM), for the others: top-dose fluorescence change, negative = quenching; active means well fitted curve in either direction with a large enough effect; inconclusive means small, poorly fitted or top-dose-only effect; further: potency means the concentration at half of the fitted maximal effect; on the % scale 0 is the no-effect control and ±100 the full control effect
#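 Flags fluorescent or light-absorbing compounds by total fluorescence, S + 2P, at 555 nm excitation and 632 nm emission. Mixture: 20 nM Texas Red SRC2 peptide, 0.6 uM human TRb LBD, 1 uM T3, 5% DMSO; compound exposure 5 h at ambient temperature.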
# CBFb RUNX1 block = inhibitors of human CBF-beta and RUNX1 interaction; 230,000 tested, under 10 active; AID 1477; Potency, µM (highest dose often 59.8 µM), for inactives: at the top dose activity, negative = inhibition, usual class: inhibitors; AlphaScreen CBFb-His/RUNX1-biotin binding, biochemical; further: % of control where 0% means no effect
#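 Proteins preincubated together for 20 min at RT before compound addition; 15 min later, nickel and streptavidin beads were added and left 90 min prior to AlphaScreen measurement.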
# Epigenetic derep = regulators of epigenetic silencing causing reporter derepression in mouse cells; Potency, µM (titrated, usually from 53.9 µM), for the others: at the top dose GFP activation, usual class: activators; murine LDR cells, GFP reporter derepression, 30 h; AID 1865; 280,000 compounds, 0.2% hits; further: potency means the concentration at half of the fitted maximal effect; % of control where 0% means no effect; nearly all actives have a fitted effect of over 60% in size
#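 In this reporter-derepression format, murine cells bearing a silenced integrated CMV-GFP locus incubate with test compound (30 h, 37 C), then are washed and imaged; fluorescent objects of 20–120 um count as induced cells.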
# Tau fluor cs = counter-screen for tau fibril formation inhibitors | Potency, µM (highest dose often 57.7 µM), inactives show at the highest dose activity change, negative = decrease | 280,000 compounds, 0.93% hits | tau K18 P301L Alexa594 fluorescence, heparin fibrillization; further: potency means the concentration at half of the fitted maximal effect; on the % scale 0 is the no-effect control and ±100 the full control effect; nearly all actives have a fitted effect of over 55% in size
#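 Human tau K18 P301L (15 uM unlabeled, 0.24 uM Alexa 594-labeled) in 100 mM sodium acetate pH 7 with 20 uM heparin, 6 hr at 37 C. ThT 30 uM added, 1 hr ambient; Alexa 594 FP and total fluorescence read at 555/632 nm.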
# Active calls of the source: *; u = inconclusive; x = no result given; & = joins results of further samples; ! = not confirmed by another sample; [ ] = dose if it differs, or a comment. Unless noted, the call rests on the fitted dose curve; in most records, active means well fitted curve in the direction sought with a large enough effect; inconclusive means small, poorly fitted or top-dose-only effect, or another doubt; inactive means no such curve, though single readings can be large; an effect the other way counts as inactive or inconclusive. The list is partial; count on the stated rates, not on these rows.
SMILES,aGal spleen mod,NPSR antagonist,Tau FP inhib,TRb-SRC2 inh,TR SRC2 fluor cs,CBFb RUNX1 block,Epigenetic derep,Tau fluor cs
Cc1nn(C)c(C)c1/C=C(\C#N)C(N)=O,7%,15%,-3%,-6%,-1%,8%,0.0%,4%
COC(=O)c1ccc(NC(=S)NCCCn2ccnc2)cc1,3%,1%,-6%,-2%,1%,-2%,0.0%,3%
Cc1cccc(C(=O)Nc2cccc(OCc3cc(=O)n4ccccc4n3)c2)c1,x,x,-10%,3%,-1%,x,-1.9%,-4%
CCOc1ccc(C2C(C(=O)c3ccco3)=C(O)C(=O)N2CCCn2ccnc2)cc1 (stereo not given),-3%,-5%[46.1 µM],4%,0%,-2%,8%,-1.0%,5%
Cc1ccc(C(=O)C(NC(=O)c2ccco2)Nc2sc3c(c2C(N)=O)CCCC3)cc1 (stereo not given),-3%,-24%[46.1 µM],-12%,-11%,-3%,u,-1.2%,u
CNC(=O)NC(=O)Cn1nc2n(c1=O)-c1ccccc1SC2,-1%,-12%,6%,-4%,-1%,-5%,4.8%,-7%
C/C(=N/N1CCN(Cc2cccc3ccccc23)CC1)c1ccco1,-1%,42%,2%,-3%,0%,-9%,4.2%,-20%
Cc1ccc(-c2nc3ccccn3c2C=O)cc1,10%,6%,-7%,4%,2%,7%,-1.0%,-4%
O=c1c(O)cccc2cc(O)c(O)c(O)c12,3%&1%,28%,11µM*,4%&-9%,u,x,-1.3%&1.0%,2.5µM*[quencher]
CCCCCNc1nc2sc3c(c2c(=O)n1-c1cccc(Cl)c1)CCN(C)C3,-7%,27%,-5%,-5%,3%,4%,0.1%,-21%
COc1cc(C(=O)Nc2ccncc2)c([N+](=O)[O-])cc1OC,-21%,-8%,2%,-12%,0%,14%,-3.3%,-6%
CC(C)CC(CO)N1CCN(C(=O)c2ccc(C(C)(C)C)cc2)CCC1=O (stereo not given),3%,0%,7%,-7%,-7%,3%,-2.0%,-2%
CCOC(=O)N1CCC(n2c(SCC(=O)Nc3ccccc3OC)nc3ccccc3c2=O)CC1,1%,u,10%,-5%,1%,-9%,0.0%,0%
C=CCn1c2ccccc2c2nnc(SC(CC)C(=O)Nc3nc(C)c(C(=O)OCC)s3)nc21 (stereo not given),2%,u,-7%,1%,2%,-3%,-0.3%,-28%
O=C(O)c1ccccc1C(=O)NCc1ccc(F)cc1,-3%,-7%[46.1 µM],-5%,6%,-3%,3%,0.0%,4%
Cc1cccc(C(=O)Nc2sc3c(c2C(=O)NCc2ccco2)CCCC3)c1,x,x,-7%,5%,-4%,x,0.9%,-18%
COc1cccc(CSc2nc3n(n2)C(CC(C)C)C(C(=O)Nc2ccccc2OC)=C(C)N3)c1 (stereo not given),x,x,-17%,1%,-3%,x,3.4%,-10%
CCn1cc(C(=O)O)c(=O)c2cnc(N3CCN(C(=S)NC(=O)c4ccccc4Cl)CC3)nc21,3%,30%,1%,1%,1%,-2%,-0.8%,5%
O=C(Cc1ccccc1)NO,11%,x,8%,4%,-2%,7%,0.0%,-9%
COc1ccc(CN(C)CC(=O)NC(C)c2ccccc2)c(OC)c1 (stereo not given),-3%,6%,-12%,0%,-1%,3%,-0.3%,-15%
COc1ccc(C(=O)N/C(=C\c2ccc3c(c2)OCO3)C(=O)NCCc2nc3ccccc3[nH]2)cc1,1%,4%,2%,0%,-2%,2%,0.0%,3%
Cc1cc(C)cc(C(=O)N2CC(=O)Nc3ccccc32)c1,-1%,u,1%,10%,1%,4%,2.5%,-7%
O=C(Oc1ccccc1C(=O)Oc1ccccc1)c1cccnc1,-4%,16%,-7%,4%,1%,15%,-0.2%,-13%
O=C(OCC(=O)N1CCCCCC1)c1n[nH]c(=O)c2ccccc12,1%,-3%[46.1 µM],3%,-10%,-2%,5%,0.0%,-1%
Clc1ccc2c(c1)-c1[nH]ncc1CS2,6%,1%,u,-3%,-2%,7%,-2.2%,-24%

# Later entries
SMILES,aGal spleen mod,NPSR antagonist,Tau FP inhib,TRb-SRC2 inh,TR SRC2 fluor cs,CBFb RUNX1 block,Epigenetic derep,Tau fluor cs
CC(CCc1ccccc1)NC(=O)N1CCOCC1 (stereo not given),0%,23%,3%,1%,-4%,-3%,1.0%,11%
CCC1CCCCN1S(=O)(=O)c1ccccc1[N+](=O)[O-] (stereo not given),6%,21%,-7%,1%,-1%,0%,7.2%,-22%
CCn1c(-c2cccc(Br)c2)n[nH]c1=S,-16%,1%[46.1 µM],-6%,-9%,-1%,1%,-0.8%,-3%
CN(Cc1cccs1)C(=O)COc1ccc(-c2nnco2)cc1,3%,-6%[7.67 µM],-7%,-4%,1%,1%,-2.7%,-17%
CCCCCCCCS(=O)c1sc2nc(C)cc(C)c2c1N (stereo not given),1%,-6%[46.1 µM],4%,-3%,-3%,-5%,-1.5%,-13%
CN(Cc1cccs1)C(=O)CCCc1c[nH]c2ccccc12,-8%,-13%,u,-5%,2%,-12%,-2.6%,-14%
CN(C)C(=O)CSc1nc2ccccc2c(=O)[nH]1,2%,-16%[46.1 µM],-11%,-5%,-4%,11%,-1.1%,-5%
COc1cc(-c2n[nH]c(=S)n2-c2ccc(C)cc2)cc(OC)c1OC,9%,8%,7%,0%,-6%,2%,1.1%,16%
Cc1cccc(N(CC(O)Cn2c3ccccc3c3ccccc32)S(=O)(=O)c2ccc(F)cc2)c1 (stereo not given),x,x,u,-2%,3%,x,18%,u
COc1ccc(/C=N/NC(=O)c2ccc(COc3cccc4cccnc34)cc2)cc1OC,-1%,-14%,-2%,8%,-2%,u,-1.5%,-26%
CC(Cc1cccs1)NC(=O)c1cccs1 (stereo not given),1%,7%,1%,1%,-5%,5%,-1.4%,-1%
Cc1cccn2c3c(c(=O)nc12)C(c1cccc(F)c1)CC(=O)N3 (stereo not given),x,x,-1%,-1%,2%,x,-1.1%,-10%
O=C(Nc1ccc(N2CCOCC2)nc1)c1ccc(Cl)cc1,1%,-6%[46.1 µM],-2%,-6%,-3%,8%,-0.8%,-21%
Cc1ccc2c(C)nc(N/C(N)=N/S(=O)(=O)c3ccc([N+](=O)[O-])cc3)nc2c1,-4%,-3%,8%,-5%,-1%,-21%,-0.9%,-17%
CNC(=O)CSc1ncnc2c1cnn2-c1ccccc1,-6%,10%,7%,8%,-9%,0%,-2.4%,3%
CCC(=O)Nc1c(OC(=O)CC)ccc2c(C)cc(=O)oc12,u,1%[46.1 µM],u,2%,1%,-5%,1.0%,-6%
Oc1ccc(NCc2ccccc2OCc2ccccc2)cc1,-3%,13%,13µM*!,35µM*,50µM*![fluorescent],x,-1.2%&12%,10µM*[quencher]
Cc1cccc(-c2nnc(SCC(=O)NCc3ccc4c(c3)OCO4)n2C)c1,-5%,-8%[46.1 µM],-10%,0%,4%,1%,-0.3%,-13%
COc1ccc(-c2cc(C(F)(F)F)nc(SCC(=O)NCCc3ccc(OC)c(OC)c3)n2)cc1,x,x,-8%,-4%,3%,x,2.9%,-13%
Cc1cc(C(=O)COC(=O)C23CC4CC(CC(O)(C4)C2)C3)c(C)n1-c1c(C)n(C)n(-c2ccccc2)c1=O,4%,9%,1%,0%,1%,3%,-5.3%,-3%
CCOc1cccc(=O)c2c(C)n(C)c(C)c12,-8%,-1%[46.1 µM],-14%,-6%,-7%,u,-0.4%,-15%
Cc1ccc(OCCCn2c(-c3ccc(Cl)cc3)nc3ccccc3c2=O)c(C)c1,x,x,-7%,3%,-2%,x,0.0%,-3%
CCCNC(=O)CN(c1ccc(F)cc1)S(=O)(=O)c1ccc2c(c1)OCCO2,-10%,-6%[46.1 µM],4%,-4%,0%,5%,-1.6%,-2%
COc1cc(N2C(=O)c3ccccc3C2=O)c(Cl)cc1C(=O)OCC(=O)NCc1ccco1,-5%,-7%[46.1 µM],0%,-4%,-7%,-10%,0.0%,-5%
Cc1nc2ccccc2c(=O)n1NC(=O)c1ccc(F)cc1Cl,-16%,-13%[46.1 µM],-2%,2%,-1%,7%,0.9%,2%

# Next part:
SMILES,aGal spleen mod,NPSR antagonist,Tau FP inhib,TRb-SRC2 inh,TR SRC2 fluor cs,CBFb RUNX1 block,Epigenetic derep,Tau fluor cs
NS(=O)(=O)c1ccc(NC(=O)COC(=O)CCc2ccccc2)cc1,1%,-20%,5%,6%,-3%,5%,2.2%,-14%
COC(=O)c1ccc(CSc2nnc3nc(C)cc(C)n23)cc1,-10%,3%,-2%,0%,1%,5%,-0.5%,-9%
COc1ccc2[nH]c(=O)c(CN(Cc3cccs3)C(=S)Nc3ccccc3)cc2c1,-2%,-16%,u,-3%,-2%,-8%,0.0%,u
Cc1ccc2c(c1)c1nnc(SCC(=O)N3CCN(c4ccc(F)cc4)CC3)nc1n2CC(=O)O,-1%,9%,3%,1%,-1%,-1%,-1.1%,-7%
O=C(NCCc1ccncc1)C(F)(F)F,0%,6%[46.1 µM],-7%,3%,-1%,4%,-1.0%,-8%
O=C(Cc1c[nH]c2ccccc12)NCc1ccccc1F,1%,4%,-7%,1%,0%,2%,-1.4%,-8%
CC[C@@]1(O)C(=O)COc2c1cc1n(c2=O)Cc2c-1nc1cccc(C(C)C)c1c2[Si](C)(C)C,u,x,3%,-3%,2%,0%,0.0%,-1%
CN(C)CC(c1ccccc1)c1ccccc1,2%,4%,-3%,-6%,-1%,3%,3.8%,-2%
CCN(CC(=O)N1CCc2ccccc2C1)S(=O)(=O)c1ccc2ccccc2c1,-6%,-13%[46.1 µM],5%,-8%,1%,-1%,-2.5%,-14%

# Given as tab-separated lines: entries from further up.
compound	aGal spleen mod	NPSR antagonist	Tau FP inhib	TRb-SRC2 inh	TR SRC2 fluor cs	CBFb RUNX1 block	Epigenetic derep	Tau fluor cs
O=C(OCC(=O)N1CCCCCC1)c1n[nH]c(=O)c2ccccc12	1%	-3%[46.1 µM]	3%	-10%	-2%	5%	0.0%	-1%
Clc1ccc2c(c1)-c1[nH]ncc1CS2	6%	1%	u	-3%	-2%	7%	-2.2%	-24%
CC(CCc1ccccc1)NC(=O)N1CCOCC1 (stereo not given)	0%	23%	3%	1%	-4%	-3%	1.0%	11%
